CendR NRP1 mod = modulators of CendR peptide binding to human neuropilin-1. FAM-RPARPAR peptide binding to NRP-1, fluorescence polarization. inhibition, % at 25 µM. 360,000 compounds, 0.85% hits;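 active = inhibition or corrected inhibition above about 18%, plus a signal ratio from 0.5 to 1.5, limit read from the data, passing the limit was not always enough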; note: strong numbers were not always called active
Neddylation inh = inhibitors of human cullin neddylation. TR-FRET cullin neddylation, biochemical. 360,000 compounds, 0.58% hits. calls only at 25 µM. AID 651699; in the data active = inhibition above about 36%
E coli Lon inh = inhibits E. coli Lon protease. P0A9M0. purified E. coli Lon protease, fluorescence polarization. inhibition, % at 7.94 µM. 360,000 compounds, 0.42% hits; in the data active = inhibition above about 13%, passing the limit was not always enough;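 note: 0% = enzyme with probe and DMSO and 100% = no enzyme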
MT1-MMP act inh = MT1-MMP (human) activation inhibition; HT1080 RFP-PRO-GFP cells, GFP/RFP ratio fluorescence, overnight; percent of plate control window, DMSO zero; AID 651647; P50281; GFP/RFP ratio change, % at 20 µM; 360,000 compounds, 0.061% hits;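 active = GFP/RFP ratio change of at least 30% with cell ATP level not reduced by more than half and red fluorescence within 50% of control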; note: strong numbers were not always called active
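Test system: HT1080 RFP-PRO-GFP cells; Benchmarks: DMSO and RFP-L50D-GFP cell wells; Timing: cells overnight before dosing, compound overnight, 37 °C, 5% CO2; Compound: one 20 µM compound dose with 1% DMSO; Read-out: GFP/RFP fluorescence ratio.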
bovine MsrA act = activates bovine MsrA enzyme. AID 602163. purified bovine MsrA, absorbance read-out. activation, % at 10.6 µM. 360,000 compounds, 0.3% hits; in the data active = activation above about 7.5%;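 note: 0% = vehicle and 100% = reference activator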
FAS-TE inh = FAS thioesterase (human) inhibition; P49327; recombinant FAS-TE, OMFH fluorogenic substrate, fluorescence endpoint; inhibition, % at 15 µM; 360,000 compounds, 0.67% hits; AID 602261;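 active = compounds whose normalised, plate-corrected inhibition of enzyme fluorescence in the single-dose primary screen is 50% or more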;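 note: 0% = DMSO with enzyme and 100% = substrate without enzyme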
Target sequence (P49327 whole entry, looked up): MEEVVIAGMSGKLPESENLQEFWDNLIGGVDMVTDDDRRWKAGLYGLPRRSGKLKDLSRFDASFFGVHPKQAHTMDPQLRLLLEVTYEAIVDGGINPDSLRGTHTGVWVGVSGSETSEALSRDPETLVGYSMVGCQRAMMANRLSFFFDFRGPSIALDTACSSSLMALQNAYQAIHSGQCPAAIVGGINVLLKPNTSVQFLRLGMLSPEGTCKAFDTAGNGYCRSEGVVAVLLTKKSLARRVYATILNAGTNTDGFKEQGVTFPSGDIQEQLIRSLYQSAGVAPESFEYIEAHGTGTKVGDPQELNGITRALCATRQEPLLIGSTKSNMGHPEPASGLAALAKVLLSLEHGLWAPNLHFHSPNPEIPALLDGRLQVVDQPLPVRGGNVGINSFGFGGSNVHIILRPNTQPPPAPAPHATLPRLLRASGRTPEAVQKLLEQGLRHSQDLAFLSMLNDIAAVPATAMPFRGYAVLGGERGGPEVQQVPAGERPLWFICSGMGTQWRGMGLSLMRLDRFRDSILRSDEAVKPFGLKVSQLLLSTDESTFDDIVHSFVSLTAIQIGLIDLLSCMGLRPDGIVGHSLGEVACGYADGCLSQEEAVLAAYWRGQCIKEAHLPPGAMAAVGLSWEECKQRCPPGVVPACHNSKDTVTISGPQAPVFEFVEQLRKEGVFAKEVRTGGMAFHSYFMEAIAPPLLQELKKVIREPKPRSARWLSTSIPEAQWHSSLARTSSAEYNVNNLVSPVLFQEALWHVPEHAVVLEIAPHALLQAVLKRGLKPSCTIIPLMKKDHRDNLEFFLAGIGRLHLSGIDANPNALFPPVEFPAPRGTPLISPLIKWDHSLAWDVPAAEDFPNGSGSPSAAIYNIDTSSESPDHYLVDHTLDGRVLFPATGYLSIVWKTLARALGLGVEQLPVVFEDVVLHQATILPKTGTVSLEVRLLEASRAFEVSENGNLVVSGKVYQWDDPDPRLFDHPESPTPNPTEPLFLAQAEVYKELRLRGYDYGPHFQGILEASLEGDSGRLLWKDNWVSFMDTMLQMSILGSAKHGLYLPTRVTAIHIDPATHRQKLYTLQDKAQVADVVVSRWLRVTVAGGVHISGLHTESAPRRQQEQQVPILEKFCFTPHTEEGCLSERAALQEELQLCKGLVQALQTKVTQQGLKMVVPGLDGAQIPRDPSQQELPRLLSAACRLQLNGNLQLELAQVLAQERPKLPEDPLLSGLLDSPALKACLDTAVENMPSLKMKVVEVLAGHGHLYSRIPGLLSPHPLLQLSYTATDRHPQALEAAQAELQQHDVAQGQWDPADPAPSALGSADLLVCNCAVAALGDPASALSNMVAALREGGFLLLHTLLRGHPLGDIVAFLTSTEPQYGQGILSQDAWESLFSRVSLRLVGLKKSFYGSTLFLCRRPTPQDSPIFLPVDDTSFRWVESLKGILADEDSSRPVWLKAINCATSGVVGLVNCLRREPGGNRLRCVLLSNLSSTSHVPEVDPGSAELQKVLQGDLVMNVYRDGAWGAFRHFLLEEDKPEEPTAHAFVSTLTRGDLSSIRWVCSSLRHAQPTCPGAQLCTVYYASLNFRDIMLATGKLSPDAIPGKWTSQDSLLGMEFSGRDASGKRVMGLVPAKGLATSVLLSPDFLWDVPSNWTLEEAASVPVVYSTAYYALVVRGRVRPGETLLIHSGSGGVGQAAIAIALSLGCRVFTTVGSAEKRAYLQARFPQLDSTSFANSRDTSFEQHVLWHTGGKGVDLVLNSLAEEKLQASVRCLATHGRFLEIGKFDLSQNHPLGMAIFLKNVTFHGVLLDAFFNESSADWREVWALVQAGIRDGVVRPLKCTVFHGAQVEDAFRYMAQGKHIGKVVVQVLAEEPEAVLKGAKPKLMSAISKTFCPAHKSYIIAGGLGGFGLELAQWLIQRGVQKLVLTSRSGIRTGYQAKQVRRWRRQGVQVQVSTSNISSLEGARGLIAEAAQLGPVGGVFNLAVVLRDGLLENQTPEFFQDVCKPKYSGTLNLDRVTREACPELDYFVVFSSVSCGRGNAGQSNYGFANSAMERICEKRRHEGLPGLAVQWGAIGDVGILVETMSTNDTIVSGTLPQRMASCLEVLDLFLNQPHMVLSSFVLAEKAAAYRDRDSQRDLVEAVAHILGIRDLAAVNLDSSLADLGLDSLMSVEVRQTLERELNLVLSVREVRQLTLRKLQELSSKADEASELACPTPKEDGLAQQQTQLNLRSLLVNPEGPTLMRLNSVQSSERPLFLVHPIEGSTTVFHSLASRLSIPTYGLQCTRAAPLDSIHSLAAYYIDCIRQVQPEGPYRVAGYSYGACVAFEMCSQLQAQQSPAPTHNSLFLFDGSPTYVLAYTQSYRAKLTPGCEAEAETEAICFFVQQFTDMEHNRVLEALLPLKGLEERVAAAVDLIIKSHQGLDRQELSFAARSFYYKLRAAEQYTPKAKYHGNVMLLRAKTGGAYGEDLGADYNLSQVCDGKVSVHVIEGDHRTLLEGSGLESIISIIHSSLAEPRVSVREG
Rin1-Abl PPI inh = human Rin1-Abl interaction inhibition; P00519+Q13671; 360,000 compounds, 0.4% hits; inhibition, % at 7.35 µM; TR-FRET Rin1/Abl binding, biochemical; in the data active = inhibition above about 5%, passing the limit was not always enough
PABP1 MLLE inh = inhibitors of microRNA-mediated deadenylation, human PABP1 MLLE binding. P11940. GST-MLLE / FITC-PAM2 fluorescence polarization. inhibition, % at 20 µM. 360,000 compounds, 0.36% hits; in the data active = inhibition above about 35%, passing the limit was not always enough;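 note: plate controls were DMSO wells with GST-MLLE for no effect and wells lacking GST-MLLE protein for full effect; some results filed as inactive read as strong as hits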
SKN-1 block = C. elegans SKN-1 inhibition; C. elegans VP596 Pgst-4::GFP/RFP ratio, acrylamide-induced, 24 h; inhibition, % at 21.8 µM; 360,000 compounds, 0.49% hits; AID 624304;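 active = interference check ratio from 0.5 to 1.5 plus GFP to RFP signal ratio inhibition reaching or exceeding a fixed threshold, cut at about 30% in these data, passing the limit was not always enough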; note: some compounds called inactive have numbers as strong as hits
An asterisk follows results filed as active; i = inactive; · = not tested or not shown.

SMILES	CendR NRP1 mod	Neddylation inh	E coli Lon inh	MT1-MMP act inh	bovine MsrA act	FAS-TE inh	Rin1-Abl PPI inh	PABP1 MLLE inh	SKN-1 block
CN(C)CCCN(C(=O)c1ccco1)c1nc2c(F)cccc2s1	19.7	i	3.6	-3.1	0.0	-3.7	0.8	2.3	-11.1
C[C@@H]1CN([C@H](C)CO)C(=O)CCCn2cc(nn2)CO[C@H]1CN(C)S(=O)(=O)c1ccc(C#N)cc1	-2.5	i	-8.6	2.3	-0.5	-9.3	-0.4	1.6	-3.9
O=C(O)c1ccc(S(=O)(=O)N(CCc2ccccc2)Cc2ccc(Cl)cc2)cc1	6.7	i	0.6	-6.0	-4.1	30.2	1.4	-6.5	1.5
O=C(Nc1cccc(S(=O)(=O)NC2=NCCC2)c1)c1cnc(Cl)c(Cl)c1	9.6	i	-1.4	-3.7	-1.2	-2.8	-1.4	-32.8	12.2
CCNc1nc(NC(C)C)nc(-c2ccncc2)n1	-6.4	i	1.0	2.5	-2.3	0.2	0.3	6.0	2.1
O=C(Cc1ccccc1)NNC1=NS(=O)(=O)c2ccccc21	-6.0	i	4.9	-5.7	-2.3	-3.2	3.5	3.8	2.3
O=C(Nc1ccc(F)cc1)N1CCC(c2nc3c(nnn3Cc3cccc(Cl)c3)c(=O)[nH]2)CC1	9.2	i	-5.9	6.3	1.3	28.2	-3.7	4.2	14.5
COc1ccc2ccccc2c1C(O)c1nccn1C (configuration not stated)	126.2	i	54.9*	-244.0	-2.2	-106.5	-4.9	195.6	19.7
O=C(COC(=O)C(Cc1ccccc1)NC(=O)c1cccs1)NCc1ccccc1 (configuration not stated)	-10.3	i	0.8	-2.3	-1.8	-0.1	-2.9	-8.8	7.7
Cc1ccc(N=Cc2ccc(N(C)C)cc2)cc1	-13.8	i	-7.0	-2.0	-4.9	-5.5	1.2	4.6	13.1
CC(C)C[C@H](NC(=O)c1nc[nH]c1C(=O)N1CCN(C(=O)OC(C)(C)C)CC1)C(=O)OCc1ccccc1	11.7	i	2.5	6.9	0.0	4.4	0.6	-6.1	13.4
Cc1c(NC(=O)CSc2ccccc2F)c(=O)n(-c2ccccc2)n1C	-4.6	i	0.5	5.8	-1.6	-7.7	-3.5	7.9	-3.4
O=C(Nc1ccc(CN2CCOCC2)cc1)c1ccc(Br)o1	0.4	i	5.5	·	-10.4	-9.6	2.0	8.4	13.6
COc1ccc(C(=O)CCC(=O)Nc2cc(Cl)c(O)c(Cl)c2)cc1	1.5	i	-4.4	6.0	-2.8	-2.3	0.0	-10.0	-10.7
COC(=O)c1[nH]c2cc(OC)c(OC)cc2c1/C=N/Nc1ccccc1	20.9	i	-6.5	5.6	-4.3	8.6	-1.9	-2.5	5.0
COc1ccc(CN2C(=O)c3cccnc3C2=O)cc1S(=O)(=O)N(C)c1ccc(C)cc1	12.0	i	1.9	2.0	-2.5	6.3	1.9	-7.1	-10.5
CN(Cc1ccccc1)C(=O)c1csc([C@H]2C[C@H](O)[C@@H](CO)O2)n1	-4.7	i	6.9	1.4	-1.1	-7.4	-2.6	-1.2	13.4
COc1ccccc1NC(=O)c1nn(-c2ccc(Cl)cc2)ccc1=O	2.7	i	-3.9	2.8	-4.1	-9.5	-1.7	7.8	-14.4
O=C1c2ccccc2C(=O)N1CCOc1ccccc1Br	-2.8	i	4.5	1.9	-1.5	12.9	-5.8	2.4	25.5
O=C(CSc1nnnn1C1CCCCC1)Nc1ccc2c(c1)OCO2	2.4	i	-9.1	2.2	-2.7	1.7	2.7	1.0	11.6

As entered above.
For SKN-1 block, O=C1c2ccccc2C(=O)N1CCOc1ccccc1Br reads 25.5
For CendR NRP1 mod, CC(C)C[C@H](NC(=O)c1nc[nH]c1C(=O)N1CCN(C(=O)OC(C)(C)C)CC1)C(=O)OCc1ccccc1 reads 11.7

(listing goes on)
SMILES	CendR NRP1 mod	Neddylation inh	E coli Lon inh	MT1-MMP act inh	bovine MsrA act	FAS-TE inh	Rin1-Abl PPI inh	PABP1 MLLE inh	SKN-1 block
Cc1ccc(C)c(S(=O)(=O)C(C#N)c2nc3ccccc3nc2N2CCOCC2)c1 (configuration not stated)	-8.9	·	-1.9	-2.3	-1.9	-5.6	-2.0	11.2	-16.1
CCOc1ccc(NC(=O)c2ccc(N3CC4CC(C3)c3cccc(=O)n3C4)c(NC(=O)c3ccncc3)c2)cc1 (configuration not stated)	0.5	i	9.8	-0.1	-2.7	-6.9	2.9	7.5	7.4
CCOC(=O)c1cnc(SCCN2CCOCC2)nc1N	4.5	i	-3.5	7.4	-2.9	-5.1	0.1	28.1	-4.6
O=C(COC(=O)CCc1ccccc1)Nc1ncc(Cl)cc1Cl	5.0	i	-4.9	8.3	-12.1	-5.7	0.5	-6.6	-3.2
Cc1ccccc1-c1nc2sc(C)c(C)c2c(=O)o1	-8.3	i	-5.1	-0.7	0.3	52.6*	-0.8	0.2	2.0
CSCC[C@H](NC(=O)[C@H](Cc1ccccc1)n1c(=O)[nH]c2ccccc2c1=O)C(=O)N1CCC(C(=O)O)CC1	-1.9	i	-3.4	1.7	-10.0	-4.2	1.4	19.0	1.3
O=c1cc(-c2cccc(Br)c2)nc(-c2ccccc2F)o1	1.7	i	-7.9	2.9	-6.3	5.2	4.7	-1.0	-6.5
O=C(CSc1nnc(-c2ccco2)n1Cc1ccccc1)OC1CCCCC1	-4.4	i	-11.2	-2.3	3.1	6.2	-1.0	-34.2	-4.9
COc1ccc(CC(=O)Nc2ccc(-c3cn4cccc(C)c4n3)cc2)cc1OC	-11.5	i	-1.7	1.7	-3.5	2.1	-4.5	1.2	-5.3
CCc1nc(C)cn1S(=O)(=O)c1cc(C)c(OC)c(C)c1C	5.0	i	-2.6	2.2	-4.1	-1.7	-2.5	6.9	17.0
Cc1ccc(CNc2nnnn2C)cc1	-2.6	i	-5.9	2.1	-3.7	-5.5	1.5	-6.8	6.8
CNC(=O)CO/N=C/c1ccc(N(C)C)cc1	3.4	i	-4.5	-2.4	0.6	-3.6	3.4	-0.6	-5.7
O=C(N/N=C/c1cccc(O)c1)c1ccccc1O	-6.7	i	-4.5	-1.9	-3.8	-4.8	-1.5	-1.0	12.3
Cc1nc(C(=O)NC2CC2)sc1C1(C)CC(c2ccccc2)=NO1 (configuration not stated)	1.7	i	15.6	2.1	-0.6	-12.2	0.9	-9.4	29.8
COC(=O)c1ccc(OC(=O)c2ccco2)cc1	10.0	i	11.6	-5.6	0.1	6.7	1.7	-1.1	-3.0
COC(=O)c1ccc(C2CC(=O)Nc3cc(OC)c(OC)c(OC)c32)cc1 (configuration not stated)	-11.5	i	4.8	4.2	-10.2	-4.7	-0.7	-2.3	-8.0
CCCNC(=O)c1noc2c1CCc1cc(OC)ccc1-2	4.0	i	0.3	-2.1	-2.8	1.5	-3.3	-4.9	14.5
CCCc1c(O)c2ccccc2n(-c2ccccc2)c1=O	12.9	·	-5.6	5.0	-7.7	-1.8	-2.6	3.2	-20.2
CCOC(=O)c1c(C(F)(F)C(F)(F)C(F)(F)C(F)(F)F)n[nH]c1C	11.1	i	10.1	1.0	1.1	5.0	0.9	0.3	16.0
COc1ccc(CCNC(=O)Cn2nnc(-c3ccccc3F)n2)cc1OC	14.3	i	-1.5	-5.5	-2.7	-5.0	-0.9	18.5	-2.9
O=C(COC(=O)Cc1c[nH]c2ccccc12)Nc1ccccc1	0.9	i	5.5	-7.6	-5.3	-1.3	0.3	3.9	5.7
O=C(/C=C/N1CCOCC1)c1cc2ccccc2o1	-24.6	i	0.1	-24.8	-1.5	-1.3	-2.1	-0.6	-13.1
N#Cc1ccc(OCC(=O)Nc2nc(-c3ccccn3)cs2)cc1	3.5	i	3.0	5.3	-1.2	-1.3	0.2	13.1	0.8
Cc1ccc(-c2nc3ccc(Cl)cn3c2Cc2ccccc2)cc1	2.3	i	-6.9	-5.8	-4.5	20.3	-3.6	6.7	0.4
Cc1cc(C)n(-c2nc3ccccc3n3cnnc23)n1	10.4	i	-0.7	10.9	-13.4	-6.0	-7.7	3.2	38.1*
CCn1c(SCC(=O)Nc2ccc3c(c2)OCCO3)nnc1-c1ccco1	6.3	i	-3.9	2.8	0.2	-4.9	2.6	-4.5	10.8
CCOc1c2ccc(C(=O)NCCCCc3ccccc3)cc2nn1C	6.5	·	4.2	-1.5	-5.1	-15.3	-1.6	-9.7	-2.4
O=C(c1cc2cc(Br)ccc2oc1=O)N1CCN(c2ccccn2)CC1	-1.2	i	-9.0	-3.0	-12.7	-0.5	-1.3	-5.0	-14.3
Cc1ccc(-n2c(O)c(C=Nc3ccccc3-c3n[nH]c(=S)[nH]c3=O)c3ccccc3c2=O)c(C)c1	-53.8	i	10.6	2.7	-0.5	25.1	2.2	36.0	3.3
O=C(CN1CCOCC1)Nc1ccccc1NC(=O)C1CCN(c2ncccn2)CC1	-39.2	i	-7.3	2.7	-2.2	-8.6	-1.0	7.8	-1.5
COC(=O)c1sc(-c2cccs2)cc1NC(=O)/C=C/C(=O)O	-26.6	i	22.2	-5.8	4.8	-1.3	-1.1	-7.5	-10.6
CCC(C)NC(=O)C1CCN(S(=O)(=O)c2ccc3[nH]c(=O)ccc3c2)CC1 (configuration not stated)	11.1	i	-0.1	5.8	-10.6	-5.6	1.6	-0.1	3.4
CCOC(=O)c1oc2c(C)c(O)ccc2c(=O)c1-c1nncn1-c1ccccc1	2.0	i	0.9	2.0	-12.8	-9.4	3.7	-3.2	-10.7
Cc1nn(-c2ccccc2)c2c1C1(C(=O)N(C)c3ccccc31)N(c1ccccc1)C(=O)N2 (configuration not stated)	1.0	i	-0.1	-6.6	-4.5	-4.8	-2.1	-9.1	16.6
Cc1cc(C(=O)Nc2c(C)nn(Cc3ccccc3Cl)c2C)no1	-8.8	i	-5.8	9.1	-6.0	-0.1	2.3	-4.7	2.3
C=CCOc1ccccc1CN1CCC(CO)(CCOc2ccccc2)CC1	13.8	i	1.1	2.5	-13.6	-2.3	6.3	10.6	-14.8
C[C@@H]1CCCCO[C@H](CN(C)Cc2ccc(C(=O)O)cc2)[C@@H](C)CN([C@H](C)CO)C(=O)c2cc(NC(=O)CCC(F)(F)F)ccc2O1	-3.8	i	-4.7	-0.9	-3.2	-1.1	-1.4	-7.2	2.3
O=C(NC(=S)Nc1cccnc1Cl)c1ccco1	-7.8	i	9.7	2.6	-5.3	-4.7	-1.6	30.5	11.3
Cc1nc(NC(=O)c2oc3ccccc3c2C)sc1C(=O)N(C)C	-10.6	i	-5.5	9.3	-8.2	-2.7	-14.6	-3.2	11.3
CCc1ccc(CN2CCC(Oc3ccc(C(=O)N4CCCCC4)cc3)CC2)cc1	-8.4	i	-9.8	-0.8	3.4	4.7	10.1*	4.5	6.5

Compound profiles, as listed above. Order of values: CendR NRP1 mod, Neddylation inh, E coli Lon inh, MT1-MMP act inh, bovine MsrA act, FAS-TE inh, Rin1-Abl PPI inh, PABP1 MLLE inh, SKN-1 block
Profile of `Cc1cc(C(=O)Nc2c(C)nn(Cc3ccccc3Cl)c2C)no1` → -8.8, i, -5.8, 9.1, -6.0, -0.1, 2.3, -4.7, 2.3
Profile of `CCOC(=O)c1oc2c(C)c(O)ccc2c(=O)c1-c1nncn1-c1ccccc1` → 2.0, i, 0.9, 2.0, -12.8, -9.4, 3.7, -3.2, -10.7

The listing continues:
SMILES	CendR NRP1 mod	Neddylation inh	E coli Lon inh	MT1-MMP act inh	bovine MsrA act	FAS-TE inh	Rin1-Abl PPI inh	PABP1 MLLE inh	SKN-1 block
O=C(OCC1COc2ccccc2O1)c1ccccc1F (configuration not stated)	-12.4	i	-1.4	2.8	1.1	17.2	2.7	-5.2	14.3
O=C(Cn1c(CO)nc2ccccc21)NCCc1ccc(F)cc1	8.0	i	5.4	-2.1	-8.6	-10.1	0.4	-4.4	-0.9
COc1ccc(C(=O)C2CCCN(C3Cc4ccccc4C3)C2)cc1OC (configuration not stated)	7.8	i	-3.9	1.7	-3.3	-3.8	2.7	0.2	-7.3
COc1cccc(NS(=O)(=O)c2ccc3c(c2)N(C(C)=O)CCO3)c1	-5.5	i	-2.6	0.3	-5.7	-6.7	2.2	4.9	12.2
